CendR NRP1 mod: modulators of CendR peptide binding to NRP-1, primary screen, biochemical, fluorescence polarization, uHTS. FAM-RPARPAR peptide binding to NRP-1. inhibition, % at 25 µM. 360,000 tested, 0.85% active;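 active means inhibition or corrected inhibition above about 18%, plus a signal ratio from 0.5 to 1.5, limit read from the data, passing the limit was not always enough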; further: strong numbers were not always called active
Scp-1 inhibitor: Scp-1 phosphatase inhibitors, primary screen, biochemical, colorimetric, uHTS | Carboxy-terminal domain RNA polymerase II polypeptide A small phosphatase 1 (Homo … | Recombinant Scp1, phosphopeptide, malachite green phosphate absorbance | inhibition, % at 20 µM | 340,000 tested, 0.88% active | AID 493091, 2011;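 active means inhibition above about 50% at 20 µM, limit read from the data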;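 further: plate controls were DMSO wells with enzyme for no effect and wells lacking enzyme for full effect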
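Times: enzyme reaction 45 min at room temperature, colour 5 min, stabilisation 30 min. Material: SCP-1 catalytic fragment, aa 76-261. Medium: Acidic Tris acetate buffer with magnesium and detergent. Signal: colorimetric free-phosphate detection, absorbance 630 nm. Read-out basis: % inhibition of SCP-1 phosphate liberation. Reagent: Phosphorylated 17-residue peptide substrate.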
Rpn11 block: Rpn11 (PSMD14) deubiquitinase inhibitors, primary screen, biochemical, fluorescence polarization, uHTS; calls only at 20 µM; 360,000 tested, 0.59% active; AID 588493, 2011; 26S proteasome non-ATPase regulatory subunit 14 (Homo sapiens), O00487; human 26S proteasome, Ub4-pepOG fluorescence polarization; 20S core pre-blocked with epoxomicin;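 active means inhibition at 20 µM, scaled to each plate's controls, above about 33%, limit read from the data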
SKN-1 block: suppressors of acrylamide-induced Pgst-4::GFP reporter in worms, primary screen, SKN-1 inhibitor project, whole organism, uHTS, GFP/RFP fluorescence ratio, strain VP596. C. elegans VP596 Pgst-4::GFP/RFP ratio, 24 h. inhibition, % at 21.8 µM. 360,000 tested, 0.49% active;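 active means interference check ratio from 0.5 to 1.5 plus GFP to RFP signal ratio inhibition reaching or exceeding a fixed threshold, cut at about 30% in these data, passing the limit was not always enough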; further: some compounds called inactive have numbers as strong as hits
MT1-MMP act inh: blockers of MT1-MMP proenzyme processing, primary screen, HT1080 RFP-PRO-GFP cells, GFP/RFP fluorescence | Matrix metalloproteinase-14 (Homo sapiens), P50281 | GFP/RFP ratio fluorescence, overnight; percent of plate control window, DMSO zero | GFP/RFP ratio change, % at 20 µM | 360,000 tested, 0.061% active | AID 651647, 2012;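 active means GFP/RFP ratio change of at least 30% with cell ATP level not reduced by more than half and red fluorescence within 50% of control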; further: strong numbers were not always called active
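Assay system: RFP-PRO-GFP reporter HT1080 cells; read-out basis: GFP/RFP fluorescence ratio; benchmarks: DMSO wells and RFP-L50D-GFP cells; doses: 20 µM single dose, 1% DMSO; schedule: overnight cell settling, then overnight compound exposure, 37 °C, 5% CO2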
NadD block: inhibitors of S. aureus NadD, primary screen, biochemical, colorimetric, uHTS; Nicotinate-nucleotide adenylyltransferase NadD (Staphylococcus aureus N315); purified NadD enzyme, colorimetric absorbance read-out; inhibition, % at 20 µM; 360,000 tested, 0.78% active; in the data active means inhibition above about 26%; further: some compounds past the cut are filed as inactive
STEP inh: STEP phosphatase inhibitors, primary screen, biochemical, fluorescence intensity, uHTS; Tyrosine-protein phosphatase non-receptor type 5 (Homo sapiens), P54829; recombinant STEP, OMFP fluorogenic substrate; inhibition, % at 20 µM; 360,000 tested, 0.25% active;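 active means inhibition at 20 µM, scaled per plate between control wells, above about 37%, limit read from the data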;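 further: 0% = DMSO with enzyme and substrate and 100% = substrate only without enzyme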
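System: STEP phosphatase, cell-free reaction; Buffer or medium: Bis-Tris pH 6.0 buffer with DTT, detergent; Incubation: 20 min at room temperature, dark; Measured by: fluorescence, 480/540 nm.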
DNMT1 inh: human DNMT1 methyltransferase inhibitors, primary screen, biochemical, molecular beacon, fluorescence, HinP1I cleavage, uHTS; inhibition (reported as % activation of signal), % at 10 µM; DNA (cytosine-5)-methyltransferase 1 (Homo sapiens), P26358; 360,000 tested, 0.83% active; in the data active means inhibition above about 50%
Target sequence (P26358 504-1616 limits assumed): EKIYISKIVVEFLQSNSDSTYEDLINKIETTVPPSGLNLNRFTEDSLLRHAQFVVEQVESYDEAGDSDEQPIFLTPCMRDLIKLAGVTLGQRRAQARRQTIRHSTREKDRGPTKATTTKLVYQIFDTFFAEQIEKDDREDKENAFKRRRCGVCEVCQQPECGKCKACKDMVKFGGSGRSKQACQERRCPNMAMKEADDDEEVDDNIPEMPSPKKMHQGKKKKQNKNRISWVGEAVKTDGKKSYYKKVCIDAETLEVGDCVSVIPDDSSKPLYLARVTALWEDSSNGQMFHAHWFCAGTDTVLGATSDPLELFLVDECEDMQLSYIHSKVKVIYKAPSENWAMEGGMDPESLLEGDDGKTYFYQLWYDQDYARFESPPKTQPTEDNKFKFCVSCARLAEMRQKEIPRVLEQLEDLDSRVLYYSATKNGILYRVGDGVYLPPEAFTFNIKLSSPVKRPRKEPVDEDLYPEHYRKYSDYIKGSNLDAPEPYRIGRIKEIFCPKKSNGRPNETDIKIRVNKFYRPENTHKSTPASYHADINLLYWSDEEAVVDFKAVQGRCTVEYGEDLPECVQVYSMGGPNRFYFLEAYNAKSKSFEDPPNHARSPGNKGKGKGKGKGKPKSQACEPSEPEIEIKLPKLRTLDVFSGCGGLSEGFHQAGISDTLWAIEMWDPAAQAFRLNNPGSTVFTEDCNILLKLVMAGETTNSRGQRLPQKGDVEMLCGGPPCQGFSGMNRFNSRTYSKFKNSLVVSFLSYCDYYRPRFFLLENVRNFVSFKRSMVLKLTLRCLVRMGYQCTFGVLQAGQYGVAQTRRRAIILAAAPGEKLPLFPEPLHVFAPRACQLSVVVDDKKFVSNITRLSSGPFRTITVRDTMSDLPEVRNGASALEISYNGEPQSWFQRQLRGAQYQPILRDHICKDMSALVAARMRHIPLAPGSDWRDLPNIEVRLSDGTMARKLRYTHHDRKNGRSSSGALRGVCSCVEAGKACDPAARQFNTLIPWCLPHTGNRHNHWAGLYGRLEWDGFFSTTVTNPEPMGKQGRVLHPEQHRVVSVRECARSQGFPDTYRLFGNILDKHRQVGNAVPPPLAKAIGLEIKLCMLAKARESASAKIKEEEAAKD
LMPTP inh: LMPTP phosphatase inhibitors, primary screen, biochemical, fluorescence intensity, uHTS | AID 651560, 2012 | inhibition, % at 20 µM | 360,000 tested, 0.22% active | recombinant LMPTP-A, OMFP fluorogenic substrate | Low molecular weight phosphotyrosine protein phosphatase (Homo sapiens), P24666;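 active means compounds that cut the enzyme signal by at least half of the control window in the single-dose screen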;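 further: plate controls were DMSO wells with enzyme plus substrate for no effect and substrate without enzyme for full effect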
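Test system – LMPTP-A phosphatase enzyme · Quantity – 0.625 nM LMPTP-A final · Reagent – OMFP substrate, 400 µM final · Dosing – one test concentration per compound, 20 µM, with 3% DMSO overall · Timing – 50 min enzyme reaction at room temperature, protected from light · Detection – fluorescence intensity · Controls – substrate-only low control, DMSO enzyme-plus-substrate high control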
SUMO1 PPI mod: modulators of SUMO1 protein-protein interactions, primary screen, biochemical, uHTS | 360,000 tested, 0.33% active | SUMO1 binding to a labelled peptide, TR-FRET, 1 h | Small ubiquitin-related modifier 1 (Homo sapiens), P63165 | AID 602429, 2012 | inhibition, % at 20 µM; in the data active means inhibition above about 37%
Starred values were filed as active, the others as inactive; i = inactive; x = not tested or not shown.

SMILES	CendR NRP1 mod	Scp-1 inhibitor	Rpn11 block	SKN-1 block	MT1-MMP act inh	NadD block	STEP inh	DNMT1 inh	LMPTP inh	SUMO1 PPI mod
O=C(CN1C(=O)c2ccccc2C1=O)NCC(=O)OCC(=O)c1ccc(Br)cc1	8	-4	i	-20	0	-1	3	3	0.0	1
CCCCOc1ccc2ccccc2c1C=O	-9	-10	i	-3	0	4	1	-7	3.9	-10
CC(C)c1ccc(C(C)NC(=S)NC2CCCCC2)cc1 (stereo not drawn)	10	7	i	8	-1	2	2	-1	1.7	5
COc1cccc(CC(=O)Nc2ccccc2N2CCCC2)c1	10	-5	i	11	-2	8	-3	-2	-8.8	-49
O=C(COC(=O)C12CC3CC(CC(O)(C3)C1)C2)Nc1ccccc1OC(F)F	2	-1	i	20	4	2	-1	1	-0.9	0
Cc1ccc(OCCSc2nc(NC(C)C)nc(NC(C)C)n2)cc1	6	-3	i	14	-11	-1	-1	-11	2.6	-1
N#Cc1ccccc1OCC(=O)NC(=O)NC1CCS(=O)(=O)C1 (stereo not drawn)	9	-4	i	16	-1	-3	-2	-1	-1.8	3
COc1ccccc1C1/C(=C(/O)c2ccc(OC(C)C)cc2)C(=O)C(=O)N1c1cc(C)on1 (stereo not drawn)	8	-8	i	2	1	9	4	-4	0.1	-17
C=CCn1c(SCC(=O)Nc2ccc(O)cc2)nc2sc(C)c(C)c2c1=O	15	-5	i	4	-1	4	-1	0	0.0	-2
O=S(=O)(Nc1nc2ccccc2nc1Cl)c1ccc(Cl)cc1	-6	-9	i	0	-7	-1	0	-1	-1.7	7
O=C(COC(=O)c1cccc(Cl)c1)NC1CCS(=O)(=O)C1 (stereo not drawn)	9	0	i	4	1	2	0	-1	-0.7	0
CC1=C(C(N)=O)C(c2ccccc2F)NC(=O)N1 (stereo not drawn)	8	1	i	-14	-5	-7	-2	2	0.4	1
O=C(O)C1=C(C2CCCCC2)C(=O)c2ccccc21	2	0	i	-8	-4	-5	4	5	-1.5	-12
C#CCOC(=O)c1csc2nnsc12	-4	-15	i	-5	-2	2	-1	2	0.2	0
N#CCc1c[nH]c2ccc([N+](=O)[O-])cc12	13	-13	i	16	-10	-4	2	-5	-0.6	-15
CCCn1nc2cc(C(=O)NCc3ccc(C)cc3)ccc2c1OC	-1	-8	i	16	-2	-3	-3	-4	-0.9	-1
Cc1nc2c(C)cccn2c1/C(O)=C1\C(=O)C(=O)N(CCN(C)C)C1c1ccccc1 (stereo not drawn)	8	-13	i	7	0	0	-2	1	-3.1	-6
O=C(NNS(=O)(=O)c1ccc2ccccc2c1)c1cccnc1	1	-4	i	8	-1	4	4	-1	-2.4	-1
COc1cc(OC)cc(-c2c(-c3cccs3)c3cc(-c4cc(OC)c(OC)c(OC)c4)ccc3n2C)c1	-14	-7	i	-8	-12	9	0	-1	3.0	-9
CCCCN(C1CCS(=O)(=O)C1)S(=O)(=O)c1ccc(C(C)C)cc1 (stereo not drawn)	14	4	i	2	-6	0	-2	3	0.0	1
CN(C)CC1CCC/C(=C/c2ccc(Cl)cc2)C1=O (stereo not drawn)	0	-8	i	2	5	1	1	31	1.0	5
CSCC[C@H](NC(=O)N1CCn2c1nc1ccccc12)C(=O)NCc1ccc(C)cc1	-10	-4	i	-8	5	-2	1	1	-0.5	-2
O=C(NC1CCCCC1)C(c1ccco1)N(C(=O)C(F)(F)F)C1CC1 (stereo not drawn)	14	-5	i	17	-4	0	-3	-10	-0.7	8
CCOc1ccc(NC(=O)CSc2nnc(CNC(=O)c3cccs3)o2)cc1	9	-5	i	-6	4	-4	0	2	-1.1	-2
COc1ccc(S(=O)(=O)N2CCCCC2)cc1NC(=O)CNc1ccccc1N1CCCC1=O	0	-6	i	3	1	0	0	1	-0.5	0
COc1ccccc1CN(C)C(=O)COC(=O)c1c(C)noc1C	5	-4	i	-15	2	3	-6	9	0.4	-1
CCOc1cc(N2CCOCC2)c(OCC)cc1NC(=O)COC(=O)c1ccc(Cl)nc1	-5	3	i	-8	4	4	0	-2	0.3	-4
CC(C)c1ccc(NC(=O)CCCN2C(=O)NC(C)(C)C2=O)cc1	8	-13	i	-3	-2	-4	0	6	-1.1	4
CCCC(=O)N1CCN(Cc2ccc3c(c2)OCO3)CC1	6	7	i	-2	1	-2	-5	6	-1.7	1
Cc1ccc(CNC(=O)C(Cc2ccccc2)NS(=O)(=O)c2cccs2)cc1 (stereo not drawn)	-18	-12	i	15	-7	-2	-5	0	0.5	-1
CCOC(=O)c1nc(-c2ccc3c(c2)OCO3)[nH]c1C	-2	-1	i	24	-3	-1	1	6	-0.3	-3
Cc1c(C(=O)N2CCNCC2)oc2ccccc12	0	-12	i	-9	-1	-6	-2	2	-2.2	-4
O=C1CCCc2nc(N3CCc4ccccc43)ncc21	-15	2	i	-2	-2	-3	0	9	2.1	2
Cc1ccc2nc(SCC(=O)N(CC(C)C)c3c(N)n(CC(C)C)c(=O)[nH]c3=O)[nH]c2c1	8	-3	i	20	2	-1	-2	-2	-2.5	1
COc1ccc(OC)c(NC(=O)COC(=O)c2n[nH]c3ccccc23)c1	-3	-10	i	13	0	1	2	-6	3.0	4
COc1ccc(N(CC(=O)Nc2ccc(OC)c(Cl)c2)S(=O)(=O)c2c(C)noc2C)cc1	-13	-28	i	26	-4	-12	-2	-4	0.9	-2
Cc1cccc(CCNC(=O)C2CCN(S(=O)(=O)c3ccccc3)CC2)c1	-5	-10	i	-6	2	-8	-3	3	0.0	3
S=c1nc(NCc2cccc(Cl)c2)c2ccccc2[nH]1	-4	-10	i	8	-6	-7	0	2	1.4	4
CC(NCC(=O)Nc1ccccc1C(=O)NC1CC1)c1cccc(Cl)c1 (stereo not drawn)	-1	-5	i	8	-1	-2	-4	0	-0.3	2
CC/C(Cc1ccccc1)=N/NC(=O)c1cccc(Br)c1	9	4	i	-4	3	-1	1	-3	1.0	-2
COc1ccccc1NC(=O)C1Cc2ccccc2CN1C(=O)c1ccco1 (stereo not drawn)	-3	-8	i	6	-3	-3	0	-5	0.1	5
COc1ccc(CN(C(=O)c2ccco2)c2ccccc2)cc1	-8	0	i	-14	5	1	4	-2	0.8	2
COc1cc(/C=N/n2c(-c3cc(C)[nH]n3)n[nH]c2=S)cc(OC)c1OC	-123	-1	i	-3	4	4	5	-1	-0.7	-2
COc1ccc(N2CCN(C3CCCCC3NS(=O)(=O)c3ccccc3)CC2)cc1 (stereo not drawn)	-8	-8	i	12	-6	-1	5	1	0.4	4
Cc1ccc(N2CC(C(=O)NCCc3ccc(S(N)(=O)=O)cc3)CC2=O)cc1 (stereo not drawn)	-5	-2	i	7	2	8	0	-3	0.3	-2
O=C1[C@@H]2C(Cc3ccc(O)cc3)NC3(C(=O)Nc4ccc(F)cc43)[C@@H]2C(=O)N1c1ccccc1 (stereo partly drawn)	3	-2	i	1	-11	-1	-2	-18	0.3	2
CCOCCCn1c(=S)[nH]c2cc(C(=O)NCc3ccc(F)cc3)ccc2c1=O	0	0	i	-10	4	1	-4	0	-2.3	-9
CCC(C)N(C(=O)COC(=O)c1cc([N+](=O)[O-])ccc1N)C1CCS(=O)(=O)C1 (stereo not drawn)	7	-1	i	-6	-1	-3	-1	1	-1.4	-24
O=C(CCCN1C(=O)C2CC=CCC2C1=O)Nc1cccc(F)c1 (stereo not drawn)	14	-13	i	-1	0	-6	-1	0	-1.3	1
O=C(CN1C(=O)COc2ccccc21)Nc1ccc2c(c1)OCCO2	3	3	i	-27	-5	-8	-3	-3	-0.5	-3

Entries of single compounds as entered above. Order of screens: CendR NRP1 mod	Scp-1 inhibitor	Rpn11 block	SKN-1 block	MT1-MMP act inh	NadD block	STEP inh	DNMT1 inh	LMPTP inh	SUMO1 PPI mod
O=C(CCCN1C(=O)C2CC=CCC2C1=O)Nc1cccc(F)c1 (stereo not drawn) reads 14	-13	i	-1	0	-6	-1	0	-1.3	1
COc1ccc(N2CCN(C3CCCCC3NS(=O)(=O)c3ccccc3)CC2)cc1 (stereo not drawn) reads -8	-8	i	12	-6	-1	5	1	0.4	4
COc1cc(/C=N/n2c(-c3cc(C)[nH]n3)n[nH]c2=S)cc(OC)c1OC reads -123	-1	i	-3	4	4	5	-1	-0.7	-2

The list goes on.
SMILES	CendR NRP1 mod	Scp-1 inhibitor	Rpn11 block	SKN-1 block	MT1-MMP act inh	NadD block	STEP inh	DNMT1 inh	LMPTP inh	SUMO1 PPI mod
C=CCN(c1ccccc1)S(=O)(=O)c1ccc2c(c1)NC(=O)C(C)C(=O)N2 (stereo not drawn)	-6	10	i	-6	0	0	-1	3	-0.6	0
O=C1CSCC(=O)N1c1ccccc1	1	-7	i	-4	0	-2	-1	0	-2.8	0
CCCC(=O)Nc1ccc(N2CCN(C(=O)c3ccccc3C)CC2)cc1	2	-3	i	2	-4	-2	-1	-3	-1.3	2
CSCC(=O)N1CCC(n2nccc2NC(=O)CCCc2ccccc2)CC1	-6	1	i	-5	-2	2	0	1	-0.6	13
Cc1cccnc1NC(=O)c1cc2c(=O)oc3ccccc3c2s1	15	0	i	8	-2	4	-3	6	-0.1	-2
Cc1nn(C(=O)c2ccco2)c(C)c1Sc1ccc(Br)cc1	9	-7	i	8	1	1	0	5	4.3	2
O=C(Cc1ccccc1[N+](=O)[O-])NCc1ccccc1Cl	-6	-1	i	6	0	1	-1	3	-0.8	-6
CCCCN(CC)C(=O)C1CCCN(S(=O)(=O)c2cccc3nsnc23)C1 (stereo not drawn)	-3	-1	i	12	-2	9	0	-1	-1.6	-31
Cc1nn(C)c(C)c1/C=C(\C#N)S(=O)(=O)c1ccc(F)cc1	2	x	i	1	-3	3	-2	4	-0.8	-6

Compound activity deposited in PubChem by Sanford-Burnham Center for Chemical Genomics.
